Compound activity deposited in PubChem by The Scripps Research Institute Molecular Screening Center.
LYPLA1 inh = counter-screen for PME1 inhibitors: inhibitors of human LYPLA1. inhibition, % at 5.9 µM. O75608. AID 2174. actives 0.16% (n = 320,000). recombinant LYPLA1, FP-Rh probe fluorescence polarization;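 active = inhibition above the mean of all tested compounds plus 3 SD, set per campaign, cut at about 14% in these data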;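 also: inhibitors block serine hydrolase probe labeling of LYPLA1 so polarization falls; 0% = enzyme with DMSO and 100% = wells lacking LYPLA1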
LYPLA2 counter = blocks human lysophospholipase 2, a PME1 counter-screen | actives 0.38% (n = 320,000) | inhibition, % at 5.9 µM | AID 2177 | recombinant LYPLA2, FP-Rh probe fluorescence polarization;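 active = inhibition above the screen-wide mean plus 3 SD, limit set per campaign, cut at about 26% in these data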;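 also: 0% = LYPLA2 with DMSO and 100% = wells lacking LYPLA2 enzyme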
PME-1 inh = PME-1 (human) inhibition | Q9Y570 | recombinant PME-1, FP-Rh probe fluorescence polarization | inhibition, % at 5.9 µM | actives 0.53% (n = 320,000) | AID 2130;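 active = inhibition above the campaign mean of all compounds plus 3 SD, cut at about 26% in these data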;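 also: competitive labeling of PME-1 active site by serine hydrolase directed probe; 0% = PME-1 with DMSO and 100% = wells lacking PME-1 enzyme; inhibitors block probe labeling so polarization falls and inhibition rises; many of its hits are not listed in these tables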
Target sequence (Q9Y570 whole entry, looked up): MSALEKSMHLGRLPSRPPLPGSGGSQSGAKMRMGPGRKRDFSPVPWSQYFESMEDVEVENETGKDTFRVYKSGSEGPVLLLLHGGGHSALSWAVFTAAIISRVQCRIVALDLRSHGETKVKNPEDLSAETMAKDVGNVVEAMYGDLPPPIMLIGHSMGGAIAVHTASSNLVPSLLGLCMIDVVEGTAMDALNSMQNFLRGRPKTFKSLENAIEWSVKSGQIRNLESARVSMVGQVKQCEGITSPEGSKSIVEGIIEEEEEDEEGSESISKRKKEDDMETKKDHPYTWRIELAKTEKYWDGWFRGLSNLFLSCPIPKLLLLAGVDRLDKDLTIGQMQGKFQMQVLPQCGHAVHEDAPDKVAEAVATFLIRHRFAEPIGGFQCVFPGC
GSTO1 counter = GSTO1 inhibition, counter-screen for RBBP9 inhibitors; inhibition, % at 5.96 µM; actives 1.1% (n = 300,000); P78417; recombinant GSTO1, activity-based probe fluorescence polarization;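 active = inhibition above the campaign mean inhibition plus 3 SD, cut at about 35% in these data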;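 also: 0% = GSTO1-1 with DMSO and 100% = wells lacking GSTO1-1 enzyme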
pPAFAH inh = inhibitors of human plasma PAF acetylhydrolase (pPAFAH) | Q13093 | recombinant pPAFAH, FP-rhodamine probe fluorescence polarization | inhibition, % at 3.39 µM | actives 1.5% (n = 330,000);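 active = inhibition above the mean inhibition across the screen plus 3 SD, cut at about 25% in these data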;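 also: inhibitors block binding of the rhodamine activity-based probe so polarization drops; 0% = enzyme with DMSO and 100% = wells lacking pPAFAH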
Target sequence (Q13093 whole entry, looked up): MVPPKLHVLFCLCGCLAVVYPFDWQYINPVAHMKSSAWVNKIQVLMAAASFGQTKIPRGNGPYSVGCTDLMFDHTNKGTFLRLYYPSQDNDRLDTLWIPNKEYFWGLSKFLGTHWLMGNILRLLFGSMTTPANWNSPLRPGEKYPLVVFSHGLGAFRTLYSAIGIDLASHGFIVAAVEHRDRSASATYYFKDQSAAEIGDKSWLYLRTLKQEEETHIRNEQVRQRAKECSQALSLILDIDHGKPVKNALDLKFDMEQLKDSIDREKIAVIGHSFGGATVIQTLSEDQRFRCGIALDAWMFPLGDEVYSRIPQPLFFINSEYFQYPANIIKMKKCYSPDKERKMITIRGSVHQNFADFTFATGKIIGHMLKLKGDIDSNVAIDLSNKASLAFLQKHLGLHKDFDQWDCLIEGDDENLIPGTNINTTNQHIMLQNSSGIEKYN
PAFAH1B2 inh = inhibitors of human PAFAH1B2; recombinant PAFAH1B2, FP-rhodamine activity probe, fluorescence polarization; AID 492953; P68402; inhibition, % at 3.39 µM; actives 1.2% (n = 340,000);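 active = inhibition above the mean of all tested compounds plus 3 SD, cut at about 24% in these data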;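 also: 0% = enzyme with DMSO and 100% = wells lacking PAFAH1B2; many of its hits are not listed in these tables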
Target sequence (P68402 whole entry, looked up): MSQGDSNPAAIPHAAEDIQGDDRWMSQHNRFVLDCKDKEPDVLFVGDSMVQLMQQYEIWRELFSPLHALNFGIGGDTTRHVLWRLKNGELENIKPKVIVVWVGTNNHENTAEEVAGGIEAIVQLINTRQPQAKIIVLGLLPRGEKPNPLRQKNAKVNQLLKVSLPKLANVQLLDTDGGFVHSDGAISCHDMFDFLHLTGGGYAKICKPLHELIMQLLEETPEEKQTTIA
PREPL inh = inhibitors of human prolyl oligopeptidase-like enzyme PREPL. recombinant PREPL, fluorescence polarization activity-based probe. AID 2751. actives 0.68% (n = 320,000). inhibition, % at 5.96 µM. Q4J6C6; in the data active = inhibition above about 43%;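 also: 0% = enzyme with DMSO and 100% = wells lacking enzyme; many of its hits are not listed in these tables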
PAD4 FP inh = blocks human protein arginine deiminase 4; actives 0.41% (n = 330,000); AID 485272; inhibition, % at 6.36 µM; Q9UM07; recombinant PAD4, RCA probe fluorescence polarization;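 active = percent inhibition above a cutoff equal to the mean of all tested compounds plus 3 SD, cut at about 15% in these data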;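 also: 0% = PAD4 with RCA probe and DMSO and 100% = probe without PAD4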
PAFAH1B3 FP inh = inhibitors of human PAFAH1B3; Q15102; recombinant PAFAH1B3, FP-rhodamine probe, fluorescence polarization; inhibition, % at 3.39 µM; actives 0.28% (n = 340,000); AID 492972;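 active = inhibition above the screen-wide average of all tested compounds plus 3 SD, cut at about 25% in these data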;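 also: 0% = enzyme with DMSO only and 100% = wells lacking PAFAH1B3 protein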
An asterisk follows results filed as active; x = not tested or not shown. The list is partial, so the mix of outcomes need not match the whole.

SMILES	LYPLA1 inh	LYPLA2 counter	PME-1 inh	GSTO1 counter	pPAFAH inh	PAFAH1B2 inh	PREPL inh	PAD4 FP inh	PAFAH1B3 FP inh
CN1[C@@H]2CCC[C@H]1CC(NC(=O)c1nn(C)c3ccccc13)C2 (stereo partly specified)	0.1	2.7	-4.2	3.9	1.1	4.5	-7.5	-0.4	0.1
COc1cccc2cc(C(=O)C3=C(O)C(=O)N(CCN4CCOCC4)C3c3cccs3)oc12 (stereo unspecified)	-1.4	-2.4	0.8	-0.5	7.6	0.9	5.6	-2.5	0.3
CC1=NN(C(N)=S)C(=O)C1N=Nc1c(C)n(C)n(-c2ccccc2)c1=O (stereo unspecified)	-0.9	1.5	-2.3	27.8	-1.3	3.1	-6.5	-2.6	4.7
CN1CCOCCOCCN(C)C(=O)N2CCOCCOCCN(CCOCC2)C1=O	0.0	2.6	-5.6	-2.7	-1.2	3.8	1.1	2.2	4.5
Cc1oc2cc3oc(=O)c(CCC(=O)N[C@H](C(=O)O)C(C)C)c(C)c3cc2c1C	-0.9	-6.5	2.6	-2.4	-1.0	-4.6	25.9	-3.1	0.6
CCOc1cc(/C=N/NC(=O)C(C)Sc2ccccn2)ccc1O (stereo unspecified)	3.1	9.2	1.6	-1.0	2.3	1.0	10.0	0.3	5.4
COc1cc2c(=O)n(CC3CCCO3)c(=O)n(CC(=O)Nc3cccc(Cl)c3)c2cc1OC (stereo unspecified)	-10.1	-15.6	-4.1	1.4	-9.6	-1.0	-12.5	1.5	6.7
COC(=O)c1sccc1NC(=O)CC1C(=O)NCCN1C(=O)c1ccc(C)c(C)c1 (stereo unspecified)	-3.9	-7.4	-7.8	-17.8	0.8	2.6	13.3	7.3	2.0
COCCCN1C(=O)C2C(C(=O)Nc3cccc(Cl)c3)C3C=CC2(O3)C1C(=O)NC1CCCCC1 (stereo unspecified)	1.5	-0.8	0.6	3.6	2.0	4.2	-2.8	-4.7	1.2
O=C(NNc1ccc(Cl)nn1)c1ccc(Cl)cc1	-1.9	0.1	-0.8	6.8	2.1	3.2	0.5	1.6	-3.4
Cc1ccc(NC(=O)C2CCCN(S(=O)(=O)c3cccc4cccnc34)C2)cc1 (stereo unspecified)	4.4	10.5	-3.0	-3.2	3.6	-0.2	-12.7	-3.5	4.9
CCOC(=O)C1=C(C)NC(=O)NC1c1ccc(OCC(=O)OC)c(OC)c1 (stereo unspecified)	5.7	6.2	2.4	2.0	-1.0	12.2	10.4	-1.6	5.2
CC(=O)Nc1c2c(nn1-c1ccccc1C)CS(=O)C2 (stereo unspecified)	1.5	0.6	1.0	0.6	-2.1	2.6	1.7	-1.6	6.2
CC(=O)Nc1ccc(/C=C(\C#N)C(=O)NC2CCCCC2C)cc1 (stereo unspecified)	0.1	-0.2	0.4	-0.3	-1.5	-0.2	-0.8	-5.1	-1.6
C[C@H](CO)N1C[C@H](C)[C@@H](CN(C)Cc2ccccc2)Oc2c(NC(=O)c3ccncc3)cccc2C1=O	x	x	x	x	-0.7	2.1	15.0	-0.8	11.8
CCCOc1ccc(-c2nc(N)n[nH]2)cc1	0.1	-0.3	3.0	-5.1	1.1	1.6	7.1	-3.1	6.0
CCOP(=O)(c1ccccc1)C(O)c1ccccc1 (stereo unspecified)	-1.5	-4.7	-4.7	2.5	-4.3	2.9	8.6	-5.5	4.6
O=C(CCC(=O)N1CCOc2ccccc21)NCCN1CCOCC1	0.5	-0.1	0.0	1.1	5.0	3.1	-1.0	0.3	1.0
CCSc1nnc(NC(=O)CN2C(=O)NC3(CCCC3)C2=O)s1	1.4	12.3	-1.9	x	-1.4	5.6	19.0	3.3	1.8
COc1ccc(-c2nnc(N(C)C(=O)c3ccco3)s2)cc1OC	-0.1	-1.9	0.9	1.6	4.3	2.0	-8.9	1.1	4.4
Cc1cc(NC(=O)CSc2nnc(-c3cccnc3)n2C2CCCCC2C)no1 (stereo unspecified)	1.4	-2.0	3.8	2.0	2.3	5.0	-3.3	0.1	9.4
Cc1cccc(N2CC(C(=O)Nc3nnc(SCc4ccccn4)s3)CC2=O)c1 (stereo unspecified)	2.5	-3.3	-5.0	-4.3	26.5*	4.8	0.0	-5.5	11.2
CSCc1cc(N(C)c2ccccc2)nc(-c2ccccn2)n1	1.5	2.5	-6.1	5.2	14.0	2.5	13.5	-6.2	8.4
O=C(Nc1cccc(-c2cccc(F)c2)c1)C1CCN(C2CCOCC2)CC1	-0.3	4.9	-0.6	-0.5	4.7	0.3	-21.6	-2.2	0.3
Cc1nn(-c2ccccc2)c(C)c1C(=O)NCCc1ccccc1	-3.2	-3.1	-0.1	-2.9	5.4	1.0	-3.0	-3.9	7.6
NC(=O)CC[C@H](NC(=O)c1ccc(F)cc1)C(=O)OCC(=O)NCc1ccc2c(c1)OCO2	x	x	x	x	-3.6	5.7	25.9	-6.3	11.4
COc1cc(/C=C(\C#N)c2ccccn2)ccc1OCC(=O)Nc1cccc(C(F)(F)F)c1	0.4	2.2	0.1	2.9	-3.3	-1.5	-7.8	-1.0	1.4
COc1ccc(OC)c(NC(=O)C2COc3ccccc3O2)c1 (stereo unspecified)	-1.2	3.7	-4.1	-4.6	7.6	7.6	18.6	-3.6	6.6
CS(=O)(=O)N(CC(=O)NCc1ccc2c(c1)OCO2)c1cccc(Cl)c1	-4.3	-8.1	-3.1	-3.9	-1.4	6.2	-6.6	3.0	-0.4
O=C(CN(Cc1ccc(Cl)cc1)S(=O)(=O)c1ccccc1)NCC1CCCO1 (stereo unspecified)	-0.6	3.8	7.7	4.6	3.7	5.1	1.3	-1.9	5.0

Compound profiles (already shown). Order of screens: LYPLA1 inh | LYPLA2 counter | PME-1 inh | GSTO1 counter | pPAFAH inh | PAFAH1B2 inh | PREPL inh | PAD4 FP inh | PAFAH1B3 FP inh
`Cc1nn(-c2ccccc2)c(C)c1C(=O)NCCc1ccccc1` is listed as -3.2 | -3.1 | -0.1 | -2.9 | 5.4 | 1.0 | -3.0 | -3.9 | 7.6
`O=C(Nc1cccc(-c2cccc(F)c2)c1)C1CCN(C2CCOCC2)CC1` is listed as -0.3 | 4.9 | -0.6 | -0.5 | 4.7 | 0.3 | -21.6 | -2.2 | 0.3
`Cc1cc(NC(=O)CSc2nnc(-c3cccnc3)n2C2CCCCC2C)no1` (stereo unspecified) is listed as 1.4 | -2.0 | 3.8 | 2.0 | 2.3 | 5.0 | -3.3 | 0.1 | 9.4
`NC(=O)CC[C@H](NC(=O)c1ccc(F)cc1)C(=O)OCC(=O)NCc1ccc2c(c1)OCO2` is listed as x | x | x | x | -3.6 | 5.7 | 25.9 | -6.3 | 11.4

Carrying on.
SMILES	LYPLA1 inh	LYPLA2 counter	PME-1 inh	GSTO1 counter	pPAFAH inh	PAFAH1B2 inh	PREPL inh	PAD4 FP inh	PAFAH1B3 FP inh
O=C(O)CCN1c2cccc3cccc(c23)S1(=O)=O	2.1	6.0	-3.2	3.0	7.3	0.8	13.2	0.6	-0.3
COc1cc(C(N)=O)cc(Br)c1OC	4.5	9.4	4.2	4.5	-1.6	2.7	10.3	2.0	4.5
COc1cc(NC(=O)c2c(F)cccc2F)nc(OC)n1	-3.0	3.3	-5.5	4.2	-6.1	1.6	8.6	1.2	5.7
O=C(NCc1ccc2c(c1)OCO2)C1CC(c2cccc(Br)c2)=NO1 (stereo unspecified)	-1.1	0.3	-0.9	-6.8	-1.0	-1.4	0.9	-5.0	1.4
N#C/C(=C\c1cn(CC(=O)N2CCCC2)c2ccccc12)C(=O)NCc1ccc2c(c1)OCO2	-5.5	-1.0	-2.6	-2.8	3.9	7.1	2.7	0.2	6.0
Cc1ccc(OCc2nnc(SCC(=O)c3ccccc3)n2-c2ccccc2)cc1	2.3	4.5	-5.2	12.0	2.7	4.5	-12.6	-0.9	7.3
CCNS(=O)(=O)c1ccc(CCC(=O)N2CCN(c3ccc(OC)cc3)CC2)cc1	-2.6	5.3	-7.5	5.3	7.7	-0.5	-0.1	-0.9	8.0
CCCCCC(N)=O	0.0	-2.9	2.1	x	-0.2	1.3	10.0	3.1	4.5
CC(=O)Nc1ccc(N(C(=O)c2ccco2)C(C(=O)NC2CCCC2)c2cccs2)cc1 (stereo unspecified)	0.5	1.9	-5.1	3.2	-1.9	-1.7	-6.7	1.5	-6.1
C#CCOCCOCCOCCNc1nc(N2CCOCC2)nc(N2CCN(C(=O)CCCCCCCCCCNC(=O)Cn3cc(CCCCCN)nn3)CC2)n1	1.0	2.5	-5.9	-2.4	5.0	-1.4	8.3	0.2	7.1
COc1ccc(CCNC(=O)CN(C)S(=O)(=O)c2cccc3nsnc23)cc1OC	-1.3	-5.5	-2.4	-2.5	-1.4	-1.0	0.7	-5.0	3.8
CN(CC(=O)Nc1ccc(F)c(F)c1F)C(=O)C1CCC1	-1.1	-4.9	2.1	3.0	4.8	2.9	1.0	-2.6	9.4
N=c1sccn1CC(=O)Nc1ccc(S(=O)(=O)N2CCOCC2)cc1	-0.9	-1.3	-1.9	4.8	-0.7	-0.1	3.4	-5.2	0.7
O=C(COc1ccc(Cl)cc1Cl)NCCSc1ccc(Cl)cc1	-5.4	-5.5	3.9	2.7	20.5	9.4	-64.5	-7.3	3.2
CCN(CC(=O)NCc1cccs1)S(=O)(=O)c1ccc(C(C)C)cc1	5.2	7.7	6.0	6.7	8.0	4.6	-4.0	-2.2	12.0
CCC(C)(C)NC(=O)C(c1ccc(C)cc1)N(Cc1cccs1)C(=O)c1ccc2c(c1)OCCO2 (stereo unspecified)	-3.2	-2.8	-0.6	0.2	4.7	9.9	-2.9	3.0	9.0
COc1ccc2c(c1OC)C(=O)N1c3ccccc3SC21 (stereo unspecified)	-2.2	5.4	-4.6	6.0	2.1	0.6	10.0	5.6	7.3
COC(=O)C1=CN(c2ccc(OC)cc2)C=C(C(=O)OC)C1c1cccc(F)c1	-5.3	-4.9	-0.8	1.3	6.2	-0.3	5.9	0.7	6.7
COc1ccc2nc(-c3ccccc3)cc(C(=O)N3CCC3)c2c1	-9.2	-3.7	2.1	x	2.3	4.6	-13.1	-0.7	0.8
COc1cc(C)c(/C=C(\C#N)C(=O)Nc2cccc(C)c2)cc1C(C)C	-3.1	-27.6	-4.1	-1.2	-1.1	1.9	1.8	-5.2	1.5
O=C(Oc1cccnc1)c1ccc([N+](=O)[O-])cc1Cl	0.1	7.1	1.9	5.5	4.3	1.2	18.0	-2.9	-0.7
Nc1nc(Nc2cccc(Cl)c2)nc(NCCO)c1[N+](=O)[O-]	3.9	0.5	0.3	-8.2	4.9	10.3	-77.2	-0.5	3.1
Cc1noc(C)c1CSc1nnc2scc(-c3ccc(Cl)cc3)n12	-3.7	-5.2	2.9	3.9	8.4	3.3	-11.5	-3.1	0.9
C/C(=N\NC(N)=S)c1ccc(Cl)s1	2.5	6.9	2.4	-3.1	-0.6	5.6	6.3	-0.8	2.1
CCOc1ccc(-c2nn(-c3ccccc3)cc2/C=C2\SC(=S)N(Cc3ccco3)C2=O)cc1	-3.9	-1.4	1.1	-0.1	7.4	-1.4	2.2	3.0	-3.1
COc1cc(S(=O)(=O)N2CCOCC2)ccc1NC(=O)COC(=O)/C=C/c1cc(OC)c(OC)c(OC)c1	x	x	x	x	1.1	2.7	16.1	-2.9	8.4
CCCC[C@@H]1C=C(C(=O)O)[C@H](c2ccc(C#N)cc2)N1S(=O)(=O)c1ccc(C)cc1	x	x	x	x	1.9	12.6	12.9	-0.4	6.5
